RAD54 inh: RAD54 (human) branch migration inhibition; RAD54 Holliday junction branch migration, FAM/BHQ fluorescence; inhibition, % at 10.4 µM; AID 602329; hit rate 0.14% among 360,000;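 active = mean normalized replicate activity at least 40 and at least half of replicates scoring 40 or more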;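 note: 0% = median of neutral control wells and 100% = median of positive control wells; inhibitors cause a drop in the FAM fluorescence signal; in these data hits start at about 50%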
Target sequence (Q92698 whole entry, looked up): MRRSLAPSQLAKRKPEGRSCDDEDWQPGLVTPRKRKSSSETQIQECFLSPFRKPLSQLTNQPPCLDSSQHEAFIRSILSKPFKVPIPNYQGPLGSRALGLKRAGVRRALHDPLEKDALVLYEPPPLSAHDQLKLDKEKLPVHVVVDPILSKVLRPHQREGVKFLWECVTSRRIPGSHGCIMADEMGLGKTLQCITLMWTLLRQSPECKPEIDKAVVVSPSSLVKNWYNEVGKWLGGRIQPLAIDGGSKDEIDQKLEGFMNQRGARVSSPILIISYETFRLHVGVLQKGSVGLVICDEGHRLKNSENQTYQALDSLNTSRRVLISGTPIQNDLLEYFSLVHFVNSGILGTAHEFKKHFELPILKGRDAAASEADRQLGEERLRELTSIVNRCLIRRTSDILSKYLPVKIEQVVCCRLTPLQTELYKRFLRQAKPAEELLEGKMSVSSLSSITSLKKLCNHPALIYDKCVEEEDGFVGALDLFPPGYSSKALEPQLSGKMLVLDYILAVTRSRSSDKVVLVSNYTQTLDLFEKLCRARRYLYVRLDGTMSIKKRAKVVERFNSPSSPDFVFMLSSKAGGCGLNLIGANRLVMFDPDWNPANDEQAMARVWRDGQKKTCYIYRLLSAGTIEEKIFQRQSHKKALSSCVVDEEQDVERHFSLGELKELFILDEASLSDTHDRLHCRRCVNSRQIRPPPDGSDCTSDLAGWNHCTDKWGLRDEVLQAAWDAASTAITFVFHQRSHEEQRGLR
esBAF inh: blocks esBAF chromatin remodeling in mouse ES cells; AID 602393; reporter increase, % at 12.5 µM; hit rate 2% among 350,000; Bmi1-luciferase knock-in reporter, 24 h; 100% = twice the neutral-well signal; in the data active = activation above about 40%;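 note: 0% = median of the plate's neutral control wells and 100% = double that signal; a rise in the Bmi1 reporter signal indicates esBAF inhibition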
RAD52 anneal inh: RAD52 (human) annealing inhibition. P43351. recombinant RAD52 DNA annealing, FRET fluorescence. inhibition, % at 18.7 µM. hit rate 0.46% among 360,000. AID 651710;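 active = every replicate showing at least 50% inhibition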
Xi reactivation: activators of X-chromosome reactivation in mouse fibroblasts. XiGFP mouse fibroblasts, % GFP-positive cells imaging, 3 d; cells co-treated with 5-aza-dC sensitizer; scaled so ellipticine positive control = 100%. activation, % at 7.58 µM. hit rate 0.055% among 360,000;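 active = mean normalized replicate activation at least 10% and every replicate at or above 10%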;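 note: 0% = median of on-plate neutral control wells and 100% = ellipticine 6 µM median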
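Material: SV40-immortalized XiGFP fibroblast cells, line 68-5-11 | Buffer or medium: DMEM containing 5-aza-dC | Dosing: One concentration, pinned | Times: 3 d treatment, 15 min room-temperature fixation | Controls: Ellipticine 6 µM positive control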
GSIS activator: GLuc luminescence reporter in INS-1E cells, primary screen for activators of glucose-dependent secretion of insulin | INS-1E GLuc reporter insulin secretion, 2-3 h | hit rate 0.61% among 370,000 | activation, % at 16.6 µM | AID 743287;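 active = lowest replicate activation of at least 40%, so every replicate reaches that level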;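 note: 0% = median of neutral control wells and 100% = median of IBMX positive control wells; some compounds called inactive have numbers as strong as hits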
ERAP1 HTS inh: ERAP1 (human) enzyme inhibition; Q9NZ08; recombinant ERAP1, Leu-AMC fluorescence, 60 min; inhibition, % at 10.7 µM; hit rate 0.15% among 340,000;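 active = mean replicate inhibition of at least 30%, or all replicates individually reaching that 30% level; inactive = mean below 30% and not every replicate reaching it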;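 note: 0% = neutral control wells and 100% = L-leucinethiol positive control wells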
CFTR F508del cor: correctors of CFTR F508del function in bronchial epithelial cells; CFBE cells, YFP halide quenching; stimulated with forskolin plus potentiator P3; % fluorescence drop versus neutral controls; activity (quench increase), % at 7.58 µM; hit rate 0.36% among 350,000; AID 720511;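 active = mean added fluorescence quench of at least 8% versus neutral control, with both replicates also reaching 8%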;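 note: cells transiently co-express mutant CFTR-F508del with the halide-sensitive YFP; corrector assay measuring rescue of mutant channel to the surface after 24 h compound exposure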
ARNT-TACC3 inh: ARNT/TACC3 interaction disruption | AlphaScreen His-ARNT PAS-B/GST-TACC3 binding, luminescence; TACC3 fragment carries E629A point mutation | inhibition, % at 9.99 µM | Q9Y6A5 | hit rate 0.66% among 390,000;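 active = mean inhibition of replicates at least 50% and at least half of replicates each reaching 50%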;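 note: 0% = complete ARNT plus TACC3 wells and 100% = ARNT alone without TACC3; many hits fall short of the cut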
* hit, by the source's call; / = not tested or not shown; & = joins results of further samples.

Letters – A = RAD54 inh; B = esBAF inh; C = RAD52 anneal inh; D = Xi reactivation; E = GSIS activator; F = ERAP1 HTS inh; G = CFTR F508del cor; H = ARNT-TACC3 inh
O=C(COc1ccc(Cl)cc1Cl)NC(=O)c1ccccc1
  A: -7.0; B: 5.7; C: -23.7; D: 0.4; E: 10.7; F: 3.3; G: -3.9; H: -1.0
CCC(=O)Nc1ccc2c(c1)C(=O)N(C)[C@H]1CC[C@@H](CC(=O)NCc3ccccc3Cl)O[C@@H]1CO2
  A: -0.5; B: -9.4; C: 1.6; D: 0.1; E: 2.9; F: -0.3; G: -2.0; H: 18.4
O=C(c1ccc2c(=O)n3c(nc2c1)CCCCC3)N1CCN(c2ccc(F)cc2)CC1
  A: 1.5; B: 0.4; C: 1.7; D: 0.1; E: -29.9; F: 1.5; G: -2.2; H: 3.3
O=C(c1ccccc1)N1CC[C@@H]2[C@H]1c1cc(C#Cc3cccnc3)ccc1N[C@@H]2CO
  A: 5.4; B: -2.5; C: -39.0; D: 0.0; E: 3.2; F: -1.2; G: 2.3; H: -3.5
Cc1ccc(S(=O)(=O)N(C)c2ccccc2C(=O)N2CCOCC2)cc1
  A: 4.7; B: -2.0; C: -7.3; D: 0.5; E: 8.3; F: -3.9; G: 0.7; H: -0.4
CC(C)n1cc(CN2CCC(C(=O)Nc3cccc(-c4cccc(Cl)c4)c3)CC2)cn1
  A: 1.7; B: -13.4; C: -9.0; D: 0.1; E: /; F: -7.6; G: -1.7; H: -2.7
C[C@@H]1CN([C@H](C)CO)C(=O)c2cc(NC(=O)NC3CCCCC3)ccc2O[C@@H]1CN(C)Cc1ccc(C(=O)O)cc1
  A: -1.4; B: -4.4; C: 11.8; D: 0.3; E: 0.4; F: -0.3; G: -0.5; H: 9.3
CCNC(=S)NNc1nnc(-c2ccccc2)c(-c2ccccc2)n1
  A: -0.7; B: 3.4; C: 2.6; D: 0.1; E: -1.8; F: -0.4; G: -0.5; H: 3.2
CC(Oc1ccc(Br)cc1)C(=O)NNC(=O)CCN1CCN(c2ccccc2)CC1 (stereo unspecified)
  A: 0.5; B: 1.6; C: -0.1; D: 0.0; E: -41.7; F: 1.3; G: -2.4; H: -0.4
COCCCN1C(=O)C(CC(=O)NCCN2CCOCC2)CC(C(=O)N(C(C)C)C(C)C)=C1C (stereo unspecified)
  A: -6.9; B: -4.7; C: 4.2; D: /; E: 0.7; F: 2.7; G: 4.3; H: /
O=c1[nH]c(=O)n(Cc2ccccc2)c2nc(-c3cccs3)n(CCO)c12
  A: /; B: /; C: -41.1; D: -0.2; E: 21.2; F: 1.0; G: -1.4; H: /
O=c1[nH]c(O)c(/C=C2\C=Nc3ccccc32)[nH]1
  A: 7.2; B: 2.7; C: -8.4; D: 0.0; E: 11.2; F: -0.2; G: -5.5; H: 3.3
CC(C)(C)C1CCc2c(sc(NC(=O)c3cc(C4CC4)on3)c2C#N)C1 (stereo unspecified)
  A: -6.1; B: -4.4; C: -12.7; D: 0.1; E: 5.1; F: 5.6; G: -4.6; H: -4.8
COC(=O)[C@]12C[C@H](CC(=O)NCCCN3CCCC3=O)C(=O)N(CCC3=CCCCC3)C1=C[C@H](C(C)(C)C)O[C@@H]2C
  A: /; B: /; C: 0.3; D: 0.1; E: /; F: -1.8; G: 1.3; H: /
CC(C)NC(=O)Nc1ccc2c(c1)C(=O)N([C@@H](C)CO)C[C@@H](C)[C@H](CN(C)Cc1ccncc1)OCCCC[C@H](C)O2
  A: 12.5; B: /; C: -21.9; D: 0.5; E: 3.8; F: 0.3; G: -4.1; H: -3.0

An excerpt from above in order of molecular weight, falling:
Letters – A = RAD54 inh; B = esBAF inh; C = RAD52 anneal inh; D = Xi reactivation; E = GSIS activator; F = ERAP1 HTS inh; G = CFTR F508del cor; H = ARNT-TACC3 inh
COC(=O)[C@]12C[C@H](CC(=O)NCCCN3CCCC3=O)C(=O)N(CCC3=CCCCC3)C1=C[C@H](C(C)(C)C)O[C@@H]2C
  A: /; B: /; C: 0.3; D: 0.1; E: /; F: -1.8; G: 1.3; H: /
COCCCN1C(=O)C(CC(=O)NCCN2CCOCC2)CC(C(=O)N(C(C)C)C(C)C)=C1C (stereo unspecified)
  A: -6.9; B: -4.7; C: 4.2; D: /; E: 0.7; F: 2.7; G: 4.3; H: /
CC(Oc1ccc(Br)cc1)C(=O)NNC(=O)CCN1CCN(c2ccccc2)CC1 (stereo unspecified)
  A: 0.5; B: 1.6; C: -0.1; D: 0.0; E: -41.7; F: 1.3; G: -2.4; H: -0.4
CC(C)n1cc(CN2CCC(C(=O)Nc3cccc(-c4cccc(Cl)c4)c3)CC2)cn1
  A: 1.7; B: -13.4; C: -9.0; D: 0.1; E: /; F: -7.6; G: -1.7; H: -2.7
O=C(c1ccc2c(=O)n3c(nc2c1)CCCCC3)N1CCN(c2ccc(F)cc2)CC1
  A: 1.5; B: 0.4; C: 1.7; D: 0.1; E: -29.9; F: 1.5; G: -2.2; H: 3.3
CC(C)(C)C1CCc2c(sc(NC(=O)c3cc(C4CC4)on3)c2C#N)C1 (stereo unspecified)
  A: -6.1; B: -4.4; C: -12.7; D: 0.1; E: 5.1; F: 5.6; G: -4.6; H: -4.8

Following part:
Letters – A = RAD54 inh; B = esBAF inh; C = RAD52 anneal inh; D = Xi reactivation; E = GSIS activator; F = ERAP1 HTS inh; G = CFTR F508del cor; H = ARNT-TACC3 inh
Cc1nc(/C(N)=N/OC(=O)c2ccccc2Cl)c(C(F)(F)F)o1
  A: 1.7; B: 14.3; C: -9.1; D: 1.7; E: 11.8; F: -0.3; G: -1.0; H: -0.1
CC1(c2cccc(N)c2)OCCO1
  A: 19.8; B: -2.1; C: -15.2; D: 0.0; E: 19.0; F: -1.9; G: 5.1; H: /
COc1ccc2cc3cc(C(=O)NCc4cccs4)oc3nc2c1
  A: 6.7; B: 13.0; C: /; D: /; E: 86.6; F: /; G: /; H: 8.0
Fc1ccc(-n2cc(-c3ccccc3)c3c(NN4CCOCC4)ncnc32)cc1
  A: /; B: /; C: -34.8; D: 0.0; E: 4.8; F: 2.3; G: 1.2; H: -2.3
CCCC(=O)Nc1ccc2c(c1)OC[C@@H](C)N(CCC(F)(F)F)C[C@@H](C)[C@@H](OC)CN(C)C2=O
  A: 1.5; B: -2.5; C: 13.5; D: 0.1; E: -14.1; F: -0.2; G: 2.0; H: -2.7
C[C@H](CO)N1C[C@H](C)[C@@H](CN(C)S(=O)(=O)c2cccs2)Oc2ccc(NC(=O)C3CC3)cc2C1=O
  A: -3.9; B: -3.3; C: 9.9&-4.4; D: -0.2&0.0; E: 16.5&-3.4; F: -0.9&-2.8; G: -0.1&1.3; H: -3.5
O=C(c1ccc(F)cc1)C1CCN(C(=O)c2c(F)cccc2F)CC1
  A: -3.9; B: -2.4; C: -12.4; D: 0.0; E: 4.2; F: -3.8; G: -2.0; H: -5.8
Cc1ccc(-n2ncc3c(=O)[nH]c(SCC(=O)N4CC(=O)Nc5ccccc54)nc32)cc1
  A: 2.3; B: /; C: -11.9; D: 0.0; E: 3.4; F: -2.6; G: 0.2; H: -5.4
C[C@@H]1CCCCO[C@H](CN(C)Cc2ccc3c(c2)OCO3)[C@H](C)CN([C@H](C)CO)C(=O)c2cc(NS(=O)(=O)c3ccccc3)ccc2O1
  A: -3.3; B: -0.3; C: 19.7; D: 0.1; E: -26.3; F: -3.1; G: -0.6; H: 9.0
Cn1c(=O)c2c(SCc3ccccn3)nc(C3CC3)nc2n(C)c1=O
  A: -15.8; B: 0.0; C: -11.9; D: 0.0; E: 9.0; F: 2.7; G: 3.5; H: -4.7
CCCCN1C(N)=NC[C@@H]1CCCCN
  A: 4.0; B: 7.3; C: -16.2; D: 0.3; E: 6.9; F: -3.0; G: -0.5; H: 4.5
CCOc1ccccc1N1CCN(C(=O)c2ccc(S(=O)(=O)Nc3ccccc3)cc2)CC1
  A: -0.8; B: 3.4; C: -13.5; D: 0.2; E: -16.0; F: -2.2; G: 3.0; H: -9.1
COc1ccc(C2CCCCCN2Cc2nc3ccccc3c(=O)n2CC(N)=O)cc1 (stereo unspecified)
  A: -7.2; B: -3.6; C: 9.2; D: -0.1; E: -7.9; F: 1.7; G: -1.5; H: -0.8
